mIAP act – mouse IAP activation. 0.24% of 330,000 active. activation factor at 10 µM. muIAP, CDP-Star luminescence, 30 min; stronger effect = higher value; 1 = vehicle-only enzyme signal, 0 = enzyme-free wells;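 active = activation factor of at least 2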; note: the source names both 10 and 20 µM as test concentration; values of inactives mirror those of a sister screen read the other way
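Assay system: mouse IAP enzyme; Reagent: CDP-Star chemiluminescent phosphatase substrate; Compound: DMSO-dissolved test compounds; Incubation: 30 min, room temperature; Technique: luminescence from enzymatic CDP-Star hydrolysis; Controls: DMSO-only wells and no-enzyme negative control.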
hIAP block – blocks human intestinal alkaline phosphatase; P09923; purified IAP, CDP-Star luminescence, 30 min; inhibition, % at 10 µM; 0.12% of 330,000 active; AID 2544;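 active = inhibition reaching a set limit with compound at 10 µM in the primary screen, cut at about 35% in these data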;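 note: plate controls were DMSO wells with enzyme for no effect and no-enzyme buffer wells for full effect; values of inactives mirror those of a sister screen read the other way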
ATG4B inh – inhibitors of human ATG4B cysteine protease; Q9Y4P1; inhibition, % at 8.33 µM; 0.51% of 340,000 active; ATG4B cleavage of LC3-PLA2, NBD-HPC fluorescence, 1 h; in the data active = inhibition above about 40%
Target sequence (Q9Y4P1 whole entry, looked up): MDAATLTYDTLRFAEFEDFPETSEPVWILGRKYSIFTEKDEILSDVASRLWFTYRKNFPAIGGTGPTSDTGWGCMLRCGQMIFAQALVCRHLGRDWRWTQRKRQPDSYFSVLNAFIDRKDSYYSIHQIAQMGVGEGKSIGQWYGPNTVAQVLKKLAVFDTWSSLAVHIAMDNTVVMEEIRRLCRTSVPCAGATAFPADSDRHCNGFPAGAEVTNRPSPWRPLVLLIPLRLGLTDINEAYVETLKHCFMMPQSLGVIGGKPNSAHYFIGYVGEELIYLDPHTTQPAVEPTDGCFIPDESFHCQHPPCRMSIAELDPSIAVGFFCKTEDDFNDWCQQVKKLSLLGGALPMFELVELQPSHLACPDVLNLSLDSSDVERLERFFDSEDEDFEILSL
mIAP inh – mouse IAP inhibition. 0.2% of 330,000 active. purified mouse IAP, CDP-Star luminescence, 30 min. AID 2806. inhibition, % at 10 µM;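 active = inhibition of at least 40% at 10 µM in the primary screen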;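 note: plate controls were DMSO with enzyme for no effect and no enzyme wells for full effect; values of inactives mirror those of a sister screen read the other way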
MIN6 prolif – induces beta-cell replication in MIN6 cells; 0.29% of 330,000 active; proliferation, % at 10 µM; MIN6 cells proliferation, ATPlite luminescence, 48 h; cells starved in 0.2% serum; 100% = growth in 10% serum;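 active = compounds whose signal lies at least 3.5 SD above the mean of all wells on their plate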;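 note: 0% = DMSO-treated cells in low-serum medium and 100% = 10% serum control; some compounds called inactive have numbers as strong as hits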
A3A deaminase – human APOBEC3A DNA deaminase inhibition; 0.41% of 330,000 active; P31941; AID 493011; recombinant A3A, FAM/TAMRA ssDNA deamination fluorescence; inhibition, % at 20 µM;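 active = at least 40% inhibition at 20 µM here, with at most 30% in a related deaminase screen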;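 note: plate controls were A3A with DMSO for no effect and wells lacking A3A enzyme for full effect; some results filed as inactive read as strong as hits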
Target sequence (P31941 whole entry, looked up): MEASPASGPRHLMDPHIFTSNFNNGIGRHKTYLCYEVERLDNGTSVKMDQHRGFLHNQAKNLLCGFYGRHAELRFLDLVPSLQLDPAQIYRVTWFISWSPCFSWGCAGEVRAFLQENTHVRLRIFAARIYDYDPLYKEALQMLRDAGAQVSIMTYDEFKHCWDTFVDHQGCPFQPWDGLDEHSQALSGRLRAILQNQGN
A3G deaminase – APOBEC3G (human) deaminase inhibition; Q9HC16; recombinant A3G, ssDNA deamination FAM/TAMRA fluorescence; inhibition, % at 20 µM; 0.28% of 330,000 active; AID 493012;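 active = inhibition of at least 40% at 20 µM, with no more than 30% in the related APOBEC3A deaminase screen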;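 note: plate controls were DMSO wells with A3G for no effect and wells lacking A3G enzyme for full effect; some compounds called inactive have numbers as strong as hits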
Target sequence (Q9HC16 whole entry, looked up): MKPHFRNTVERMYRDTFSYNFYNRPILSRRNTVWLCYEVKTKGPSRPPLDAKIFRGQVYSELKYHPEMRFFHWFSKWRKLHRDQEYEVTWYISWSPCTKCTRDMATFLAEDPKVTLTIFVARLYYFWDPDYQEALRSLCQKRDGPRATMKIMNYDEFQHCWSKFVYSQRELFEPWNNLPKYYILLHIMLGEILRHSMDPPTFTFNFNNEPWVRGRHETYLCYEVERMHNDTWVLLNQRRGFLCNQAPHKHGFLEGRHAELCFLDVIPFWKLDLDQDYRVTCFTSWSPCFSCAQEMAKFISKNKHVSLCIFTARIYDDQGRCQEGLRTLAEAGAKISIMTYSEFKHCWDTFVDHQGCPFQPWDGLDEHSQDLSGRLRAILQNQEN
MPTP block – permeability transition pore inhibition. 1.4% of 360,000 active. inhibition, % at 10 µM. isolated mouse mitochondria, Ca2+ swelling absorbance, 30 min;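 active = inhibition of 50% or more, scaled per plate between neutral and stimulator controls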;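 note: 0% = DMSO wells given calcium and 100% = 1 mM EGTA wells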
hIAP act – increases human intestinal alkaline phosphatase activity | P09923 | purified human IAP, CDP-Star luminescence, 30 min; stronger effect = higher value; 1 = vehicle-only enzyme, 0 = enzyme-free background | activation factor at 10 µM | 0.16% of 330,000 active | AID 2524;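 active = activation factor of the enzyme at least 2-fold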; note: the source names both 10 and 20 µM as test concentration; values of inactives mirror those of a sister screen read the other way
* = called active by the depositor; / = no result given.

SMILES	mIAP act	hIAP block	ATG4B inh	mIAP inh	MIN6 prolif	A3A deaminase	A3G deaminase	MPTP block	hIAP act
S=C(NCCCN1CCOCC1)N1CCN(c2nc(-c3ccc(Cl)cc3)cs2)CC1	1.1	-8	-21	-10	-6	-2	-4	2.3	1.1
COc1ccc(C(=O)N2c3ccc(F)cc3CCC2C)cc1OC (configuration not stated)	1.1	8	-5	-15	-1	-5	-5	-1.2	0.93
COc1ccc(-c2[nH]nc3oc(=O)cc(C)c23)cc1	0.95	8	-13	5	0	-1	-2	-0.9	0.92
Cc1ccsc1/C=C(\C#N)C(=O)Nc1c(C)n(C)n(-c2ccccc2)c1=O	1	-2	1	0	0	6	-8	-0.6	1
CCOC(=O)NCc1ccc2c(c1)OCO2	1.1	-11	-3	-12	0	-2	-6	0.1	1.1
N/C(=N\OC(=O)COc1ccccc1)c1ccccn1	0.97	-10	0	3	0	1	-2	-0.4	1.1
Cc1cc2c(c(=O)n1CCN(C)C)C(c1ccc(Cl)cc1)C(C#N)=C(N)O2 (configuration not stated)	1	-4	-4	0	-2	6	1	-0.3	1
O=C(NCc1ccccn1)NC1CCCCC1	0.82	4	-14	18	7	-1	-3	-0.5	0.96
CCc1ccc(NC(=O)Cc2cn(C)c3ccccc23)cc1	1.1	-22	-5	-7	-5	2	-1	0.6	1.2
Clc1ccc(CNc2cnccn2)cc1	1	10	6	-2	2	-4	-9	0.5	0.9
O=C(/C=C\c1ccc2c(c1)OCO2)NC1(C(=O)Nc2ccc3c(c2)OCCO3)CCCCC1	1.1	2	-5	-8	0	1	2	1.2	0.98
O=C(Nc1ccccc1Cl)c1cc[n+](Cc2ccc([N+](=O)[O-])cc2)cc1	1	-10	-2	-2	-3	1	-2	0.2	1.1
CCOc1ccc(NC(=O)CN(C)C(=O)c2ccccc2Cc2ccccc2)cc1OCC	1.4	19	-3	-36	-2	0	-1	-2.1	0.81
Cn1c(-c2ccc(-c3ccccc3)cc2)c[nH]c1=S	0.99	-35	-11	1	-1	-2	-10	-0.5	1.4
O=C(N/N=C/c1ccc(N2CCOCC2)s1)c1ccccc1Cl	0.92	18	-16	8	-1	1	-2	1.1	0.81
COc1ccc(CC(C)CC(=O)Nc2ccc(OC)cc2)cc1 (configuration not stated)	1	4	-1	0	1	-3	-8	0.0	0.96
CCN(CC)C(=O)C(=O)c1cccn1-c1cccc(Cl)c1C#N	1.1	-2	-13	-7	-1	2	-3	-0.7	1
Cc1ccc(CN2C(=O)N/C(=C\c3ccc(N4CCOCC4)cc3)C2=O)cc1	0.93	4	-12	7	0	2	-7	-7.0	0.96
CCC1CCCN1Cn1cnc2c([nH]c3ccc(OC)cc32)c1=O (configuration not stated)	1.1	4	-4	-5	-1	5	-1	-1.4	0.96
CN(C)C1(CNC(=O)C2CCN(S(=O)(=O)c3cccc(C(F)(F)F)c3)CC2)CCCCC1	1	-3	1	0	1	-4	-6	-0.2	1

Single entries from the list:
Result of CCN(CC)C(=O)C(=O)c1cccn1-c1cccc(Cl)c1C#N in A3G deaminase: -3
Result of Cn1c(-c2ccc(-c3ccccc3)cc2)c[nH]c1=S in A3G deaminase: -10

(listing goes on)
SMILES	mIAP act	hIAP block	ATG4B inh	mIAP inh	MIN6 prolif	A3A deaminase	A3G deaminase	MPTP block	hIAP act
O=C(O)C1CCCN1C(=O)Nc1ccccc1 (configuration not stated)	1	-23	2	-4	-2	1	-1	-0.3	1.2
CCOC(=O)c1ccc(NC(=O)Nc2ccccn2)cc1	1.1	-20	-9	-6	-4	-2	1	17	1.2
CCC(CC)c1nnc(NC(=O)c2ccco2)s1	1.1	2	-2	-12	-3	-3	0	0.0	0.98
CCOCCCNC(=O)c1ccc(N2CCCC2)c(NS(=O)(=O)c2ccc(C)cc2)c1	0.96	7	-11	4	4	1	-3	12	0.93
Cc1cc(=O)oc2cc(OCC(=O)Nc3cccc(S(=O)(=O)N(C)C)c3)ccc12	1	-4	40*	-5	3	-2	-11	3.1	1
CC1CCc2nc(NC(=O)CN3CCOCC3)sc2C1 (configuration not stated)	0.95	15	0	5	0	-1	-7	2.8	0.85
N#Cc1c(Nc2ccc(F)cc2)sc(C(=O)c2ccccc2)c1N	0.95	-1	-15	5	-2	0	-3	9.6	1
COc1ccccc1CNC(=O)[C@H](C)NC(=O)C1CCN(C(=O)[C@@H](N)CC(C)C)CC1	0.9	6	-3	10	0	1	12	0.6	0.94
C[C@H](CO)N1C[C@H](C)[C@@H](CN(C)C(=O)Nc2ccccc2)Oc2c(NC(=O)Cc3ccccc3)cccc2C1=O	1	13	-13	-2	-2	2	-1	-1.0	0.87
O=C(/C=C/c1ccccc1Cl)NC1CCCCC1	1	-7	5	-4	1	-3	-5	0.6	1.1
Cc1c(NC(=O)c2cc(-c3ccco3)on2)c(=O)n(-c2ccccc2)n1C	0.97	3	-4	3	-1	0	-5	-3.7	0.97
Cc1nnn(C23CC4CC(CC(CC(=O)Nc5cccc(F)c5)(C4)C2)C3)n1	1.3	-20	-5	-26	-2	-11	-6	-0.2	1.2
CCC(CC)COC(=O)C(C#N)c1nc2ccccc2nc1N1CCOCC1 (configuration not stated)	0.87	3	0	13	-3	0	-6	7.2	0.97
Cc1cc(NC(=O)C(C)SCC(=O)Nc2ccc(Br)cc2Br)no1 (configuration not stated)	1	0	-7	-2	-1	0	-9	-0.5	1
Cc1ccc2nc(N(CCN(C)C)C(=O)/C=C/c3cccs3)sc2c1	0.95	-5	3	5	0	-3	-5	99*	1.1
COc1cccc(CCNC(=O)c2ccc(C#N)cc2)c1	0.95	16	-2	5	-1	0	-4	1.1	0.83
COCCSc1nnc(NC(=O)C2CC(=O)N(c3ccc(C)cc3)C2)s1 (configuration not stated)	1.1	5	-9	-6	-1	-1	-6	-1.8	0.95
O=C(CN1CCN(c2ccc(Cl)cc2)CC1)NCc1cccs1	0.96	-2	-7	4	0	-4	-5	1.1	1
Cc1ccc(CNC(=O)c2cc(-c3ccccc3C)n(CC3CC(c4cccc([N+](=O)[O-])c4)=NO3)n2)cc1 (configuration not stated)	0.86	17	2	14	-5	2	-4	0.2	0.83
Cc1ccc(-c2[nH]nc(N)c2N=Nc2ccccc2C)cc1	0.88	-5	-4	12	-6	5	-1	12	1.1

Shown with two lines to a compound: three of the compounds above
Values run as follows: mIAP act | hIAP block | ATG4B inh | mIAP inh | MIN6 prolif | A3A deaminase | A3G deaminase | MPTP block | hIAP act
Cc1nnn(C23CC4CC(CC(CC(=O)Nc5cccc(F)c5)(C4)C2)C3)n1
→ 1.3 | -20 | -5 | -26 | -2 | -11 | -6 | -0.2 | 1.2
Cc1ccc(-c2[nH]nc(N)c2N=Nc2ccccc2C)cc1
→ 0.88 | -5 | -4 | 12 | -6 | 5 | -1 | 12 | 1.1
Cc1c(NC(=O)c2cc(-c3ccco3)on2)c(=O)n(-c2ccccc2)n1C
→ 0.97 | 3 | -4 | 3 | -1 | 0 | -5 | -3.7 | 0.97

Next section.
SMILES	mIAP act	hIAP block	ATG4B inh	mIAP inh	MIN6 prolif	A3A deaminase	A3G deaminase	MPTP block	hIAP act
c1ccc(CNc2nc(-c3cccnc3)nc3ccccc23)cc1	0.95	14	-7	5	0	0	-3	0.5	0.86
Cc1cc(Cl)ccc1C(=O)C1CCCN(C(=O)CCn2cncn2)C1 (configuration not stated)	0.96	21	21	4	1	0	-7	-0.3	0.79
Cn1cnc2c1c(=O)n(Cc1cccc(Cl)c1)c(=O)n2C	1.1	3	2	-8	-3	1	-2	-1.3	0.97
O=C(CN1C(=O)c2ccccc2C1=O)Nc1ccc2c(c1)OCO2	0.93	15	0	7	2	0	-8	-1.9	0.85
COc1ccccc1/C=N/NC(=O)CNC(=O)c1ccc(S(=O)(=O)N(C)C)cc1	0.98	-30	-9	2	-4	-1	-5	-0.1	1.3
Cc1noc(C)c1C(=O)OC(C)C(=O)Nc1ccc(S(=O)(=O)NC(C)C)cc1 (configuration not stated)	1	-14	1	-2	-3	-1	-9	-0.4	1.1
COc1ccc(C(=O)NCC(=O)N/N=C/C=C/c2ccccc2)cc1OC	0.94	-1	-11	6	2	-3	-7	-0.4	1
N#Cc1ccccc1Cn1c(=O)n(CCC(=O)NCc2ccco2)c(=O)c2ccccc21	0.93	-11	5	7	0	-7	-11	-0.2	1.1
O=S(=O)(Nc1ncccn1)c1cc(Cl)ccc1Cl	0.96	11	1	4	0	-3	-2	0.9	0.89
O=C(CNC(=O)c1ccc(N2C(=O)c3ccccc3C2=O)cc1)OCC(=O)c1ccccc1	1.1	-10	-10	-7	-2	2	3	0.4	1.1
O=C(C1=C[C@@H](C2CC2)C[C@@H](OCCCCO)O1)N1CCN(Cc2ccccc2)CC1	0.99	-1	5	1	2	1	3	-1.3	1
O=C(Nc1ccccc1)/C(=C/c1cccnc1)NC(=O)c1ccccc1	1	13	-7	-1	-1	1	2	-2.2	0.87
O=C(Cn1ccc2ccccc2c1=O)NCCC(=O)NC1CCN(Cc2ccccc2)CC1	0.95	11	-7	4	-2	0	-5	-0.7	0.89
C/C(=N\NC(N)=O)c1ccc(Cl)cc1	0.95	11	5	4	3	-2	-1	-6.6	0.89
Cc1ccc(CC2SC(N=C(N)N)=NC2=O)cc1 (configuration not stated)	1	1	3	-3	0	0	-2	0.8	0.99
COc1ccnc(Oc2ccc(F)cc2)c1C(=O)N/C=N/OCc1ccc(Cl)cc1Cl	0.9	-10	18	10	-4	-7	-3	0.8	1.1
O=C(COc1ccccc1[N+](=O)[O-])NCC1COc2ccccc2O1 (configuration not stated)	0.88	-15	4	12	-1	3	3	-2.2	1.2
C[C@H]1COC(=O)[C@@H](Cc2ccc(F)cc2)C/C=C\C[C@H](CC(=O)NCCO)C(=O)N1	0.91	18	-2	9	0	1	-2	-0.9	0.82
CCOC(=O)CSc1nc2sc3c(c2c(=O)n1-c1ccccc1)CCN(C(C)C)C3	0.97	10	0	3	-2	3	-7	-0.3	0.9
OC(C#CCN1CCOCC1)c1cccs1 (configuration not stated)	1	17	5	-2	-1	-3	-3	0.3	0.83
CC(C)(C)C(=O)NC(=S)Nc1cc(C(F)(F)F)ccc1N1CCOCC1	0.95	-4	0	5	-6	-7	-1	-3.2	1
COc1cc(C(=O)Nc2cc(-c3ccccc3)[nH]n2)cc(OC)c1OC	1	-24	-7	-4	-2	-2	-4	3.0	1.2
COc1ccccc1OCCC(=O)OCC(=O)NCc1ccc(Cl)cc1	1	-10	-8	-4	-2	1	-3	0.2	1.1
N=C1C(c2nc(-c3ccc(F)cc3)cs2)=C(O)CN1CCCN1CCOCC1	1.1	-4	-5	-5	-2	-2	-5	16	1
CCCn1c(SCC(=O)c2cc(C)n(-c3ccc4c(c3)OCO4)c2C)n[nH]c1=O	1	-24	4	-2	-3	5	2	34	1.2
COc1ccc2sc(-c3ccccc3OC)c(-c3ccc4c(c3)OCCO4)c2c1	0.85	15	0	15	-5	1	3	3.9	0.85
CCC(C)NC(=O)COc1ccc(OCc2ccccc2)cc1 (configuration not stated)	1	0	-10	-2	-2	3	-5	3.1	1
CCOC(=O)Cn1nnnc1CN(Cc1ccc(OC)cc1)Cc1cc2cc(C)ccc2[nH]c1=O	0.99	6	-29	1	-1	-1	-3	1.8	0.94
CCOc1cc(-c2nc(-c3cc(OC)c(OC)c(OC)c3)no2)cc(OCC)c1OCC	0.94	-3	/	6	6.5*	-7	-16	/	1
Cn1c(CCNC(=O)c2ccccc2F)nnc1SCC(=O)Nc1nncs1	1	2	3	-2	-2	-3	-11	-2.6	0.98
C=CCn1c2ccccc2c(=O)c2cc(C#CC3(O)CCCCC3)ccc21	0.99	-3	2	1	-9	-1	1	0.6	1
O=C(CCCCCCCC(=O)NCC1CCCO1)NCC1CCCO1 (configuration not stated)	0.94	-3	1	6	-3	2	-1	-0.5	1
